Screening results deposited in PubChem BioAssay by Broad Institute.
SIRT5 block – SIRT5 desuccinylase inhibitors, primary screen, biochemical, fluorescence imaging, single point, set 5. NAD-dependent protein deacylase sirtuin-5, mitochondrial (Homo sapiens), Q9NXA8. Purified SirT5, succinyl-peptide AMC, trypsin-coupled fluorescence. inhibition, % at 15 µM. 330,000 compounds, 1.1% hits. AID 652115, 2013; in the data active means inhibition above about 15%; inconclusive means no clear call, values can overlap the other calls
Target sequence (Q9NXA8 whole entry, looked up): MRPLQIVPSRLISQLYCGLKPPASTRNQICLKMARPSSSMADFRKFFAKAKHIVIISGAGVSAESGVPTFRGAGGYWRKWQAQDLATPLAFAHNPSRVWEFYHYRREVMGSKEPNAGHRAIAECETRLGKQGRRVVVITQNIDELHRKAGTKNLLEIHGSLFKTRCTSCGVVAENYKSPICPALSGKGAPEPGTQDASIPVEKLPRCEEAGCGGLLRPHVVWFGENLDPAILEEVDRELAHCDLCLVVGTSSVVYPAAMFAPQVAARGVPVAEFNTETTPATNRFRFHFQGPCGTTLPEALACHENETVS
ARNT TACC3 PPI – disruptors of ARNT/TACC3 protein interaction, primary screen, biochemical, AlphaScreen, single concentration; Transforming acidic coiled-coil-containing protein 3 (Homo sapiens), Q9Y6A5; 390,000 compounds, 0.66% hits; inhibition, % at 9.99 µM; AlphaScreen His-ARNT PAS-B/GST-TACC3 binding, luminescence; TACC3 fragment carries E629A point mutation;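 active means mean inhibition of replicates at least 50% and at least half of replicates each reaching 50%; inconclusive means half or more replicates reach 50% but mean below 50%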;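 further: 0% = complete ARNT plus TACC3 wells and 100% = ARNT alone without TACC3; many hits fall short of the cut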
DENV2 CPE rescue – inhibitors of DENV2 cytopathic effect, primary screen, cell-based, plate reader, single concentration; DENV2-infected cells, cytopathic effect rescue; CPE inhibition, % at 9.99 µM; 350,000 compounds, 1.7% hits; in the data active means CPE inhibition above about 20%, passing the limit was not always enough; inconclusive means no clear call, values can overlap the other calls; tested in BHK-21 cells;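 further: 0% = median of neutral control wells and 100% = median of positive control wells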
LGR2 antag – inhibitors of bursicon-induced LGR2 CRE-luciferase signal, primary screen, cell-based, HEK293, CRE-luciferase reporter, bursicon stimulation; Drosophila bursicon receptor LGR2 (rickets); bursicon-stimulated, 4 h; inhibition, % at 9.99 µM; 380,000 compounds, 0.35% hits; AID 720647, 2013;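 active means drop in luminescence signal, shown as inhibition above about 50% in the replicate tests, limit read from the data, passing the limit was not always enough; inconclusive means probably only some replicates passing the limit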;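 further: agonist challenge used bursicon conditioned medium at about half maximal strength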
EWS-Fli inh – EWS/Fli-driven NR0B1 reporter inhibitors, primary screen, A673 cells, NR0B1 luciferase, luminescence, MLPCN library; inhibition, % at 12.6 µM; 350,000 compounds, 0.67% hits; viability-normalised;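 active means mean inhibition of at least 50% after viability correction, with every replicate also passing that limit; inconclusive means mean reaches 50% but only one of two replicates passes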;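 further: firefly luciferase signal divided by Alamar Blue viability fluorescence both relative to DMSO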
PAX8 reporter – inhibitors of PAX8-driven TPO luciferase reporter, primary screen, RMG-I cells, single concentration | 360,000 compounds, 1.2% hits | inhibition, % at 12.6 µM | SteadyGlo, 24 h;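 active means mean replicate inhibition at least 60% with every replicate also reaching 60%; inconclusive means only one of the two criteria is met; inactive means mean below 60% and not all replicates reaching 60%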;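 further: luciferase light reporting Pax8 driven TPO promoter activity; plate controls were median of neutral control wells for no effect and mitoxantrone controls for full effect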
Casp6 inh – human caspase-6 inhibitors, primary screen, biochemical, VEID-R110 fluorescence, single point, set 2; purified caspase-6, Z-VEID-R110 cleavage fluorescence; inhibition, % at 12.5 µM; 350,000 compounds, 0.53% hits;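 active means mean inhibition across replicates at least about 35%, with every replicate also reaching that limit, limit read from the data; inconclusive means only one of the two criteria met; inactive means neither criterion met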;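 further: 0% = median of neutral control wells and 100% = no fluorescence left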
Target sequence (P55212 24-179 limits assumed): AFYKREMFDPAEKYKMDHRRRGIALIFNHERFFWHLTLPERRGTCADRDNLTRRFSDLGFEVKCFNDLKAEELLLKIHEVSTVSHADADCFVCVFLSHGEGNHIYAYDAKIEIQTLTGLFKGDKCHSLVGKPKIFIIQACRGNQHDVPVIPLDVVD
Target sequence (P55212 194-293 limits assumed): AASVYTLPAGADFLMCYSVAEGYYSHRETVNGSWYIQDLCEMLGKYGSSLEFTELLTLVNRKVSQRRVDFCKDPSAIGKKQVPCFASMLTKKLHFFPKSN
* marks the source's active call; other numbers are inactive results; ? = inconclusive; nt = not tested or not shown; & = joins results of further samples.

no.	canonical_smiles	SIRT5 block	ARNT TACC3 PPI	DENV2 CPE rescue	LGR2 antag	EWS-Fli inh	PAX8 reporter	Casp6 inh
1	C[C@H]1CN([C@@H](C)CO)C(=O)CCCn2cc(nn2)CO[C@H]1CN(C)S(C)(=O)=O	-2	-10	3	10	-3	nt	-3
2	CC(C)c1ccc(OCCCCCN2CCOCC2)cc1	-1	7	1	-65	5	-15	-10
3	COc1ccc(-c2cnc3c(c2)C(=O)N([C@@H](C)CO)C[C@@H](C)[C@@H](CN(C)C(=O)Cc2ccccn2)O3)cc1	-3	0	11	-1	-8	nt	3
4	O=C(C[C@@H]1CC[C@H]2[C@@H](COC[C@@H](O)CN2C(=O)c2ccccc2F)O1)NCc1ccc(F)cc1	0	3	3	6	1	3	0
5	O=C(C[C@H]1CC[C@H](NC(=O)Cc2cccnc2)[C@H](CO)O1)Nc1ccc(-c2ccccc2)cc1	-1	-6	0	5	-1	-2	1
6	CC(C)NC(=O)Nc1ccc2c(c1)C(=O)N([C@H](C)CO)C[C@H](C)[C@@H](CN(C)C(=O)NC1CCCCC1)O2	-1&-7	-1&-2	-4&-9	1&-5	0	-7&-32	1&-1
7	CN(C)CC#Cc1ccc([C@@H]2[C@@H](CO)N3CCCCN(CC4CC4)C[C@H]23)cc1	2	4	-5	-13	5	-47	0
8	CCCN(C)C[C@@H]1Oc2cc(C#CCC3CCCC3)ccc2S(=O)(=O)N([C@H](C)CO)C[C@@H]1C	13	8	-6	9	25	?	-3
9	O=C(CSc1ccc(S(=O)(=O)N2CCOCC2)cn1)Nc1ccc(OC(F)F)cc1	1	nt	-15	-1	11	5	1
10	CCCS(=O)(=O)NC(=O)C1(C)CCCN(C(=O)c2ccc(C#N)cc2)C1 (stereo not given)	-7	nt	13	16	-4	5	2
11	O=[N+]([O-])c1ccc(CCn2ccnc2)cc1	-3	9	3	21	3	35	6
12	C[C@@H]1CN([C@H](C)CO)C(=O)c2cc(NS(=O)(=O)c3ccc(Cl)cc3)ccc2O[C@H]1CN(C)Cc1ccc2c(c1)OCO2	20*	-2	8	20	1	-8	2
13	C/C(=N\NC(=S)NC1CCCCC1)c1ccc(C)o1	2	15	15	-20	-1	-11	4
14	COCCN(CCOC)S(=O)(=O)c1ccc(C(=O)Nc2ccc([N+](=O)[O-])cc2OC)cc1	-9	-1	-1	7	-4	4	7
15	CCOC(=O)/C(=C\c1ccc(C)cc1)NC(=O)c1ccccc1	-5	nt	2	-1	7	-4	-3
16	COC(=O)[C@@H]1[C@@H](C)OC(=O)N[C@H]1c1ccccc1	nt	-4	13	-9	4	8	0
17	COc1ccccc1NS(=O)(=O)c1cc(NC(=O)/C=C/c2cccs2)ccc1N1CCOCC1	0	-9	2	nt	7	15	-2
18	COc1ccccc1C(=O)NC(=O)COC(=O)c1ccc(Cl)cc1[N+](=O)[O-]	-1	nt	-2	20	3	11	1
19	COc1cc2cc(C(=O)N/N=C/c3cccc(OC)c3OC)[nH]c2cc1OC	-1	5	2	3	-4	-7	3
20	O=C1CCCC(=O)C1Sc1ccc(Cl)cc1	2	nt	-2	nt	17	-1	1

Additional structures
no.	canonical_smiles	SIRT5 block	ARNT TACC3 PPI	DENV2 CPE rescue	LGR2 antag	EWS-Fli inh	PAX8 reporter	Casp6 inh
21	O=C(CC[C@H]1O[C@@H](n2ccc(=O)[nH]c2=O)[C@H](O)[C@@H]1O)NCc1ccc2c(c1)OCO2	1	nt	-4	-9	0	6	2
22	COCCn1c(SCC(=O)Nc2ccccc2OC)nnc1-c1ccco1	nt	-2	5	-1	0	13	-2
23	COCC(=O)N1CC(=O)N2[C@H](CO)[C@@H](c3ccc(C#Cc4cccnc4)cc3)[C@H]2C1	-2	nt	-3	6	-11	-39	1
24	O=C(CSc1nc2[nH]ncc2c(=O)[nH]1)Nc1ccc(Cl)cc1	0	-7	9	13	0	-4	1
25	NS(=O)(=O)c1ccc(NC(=O)CSc2nc3ccccc3c(=O)n2Cc2ccncc2)cc1	-9	0	-1	2	4	15	-1
26	Cc1ccc(Cl)cc1NC(=O)N(C)CCO	4	-16	-1	1	9	7	1
27	CC(=O)N1CCCN(Cc2cn(-c3ccc(C)cc3)nc2-c2cccc(C)c2)CC1	2	10	5	-32	-16	12	-8
28	Cc1ccccc1C(=O)NC1CCCCCCC1	-1	-18	-1	-46	-60	-86	-5
29	CCOc1cc(N)c(Cl)cc1C(=O)NCC1CN(Cc2ccc(F)cc2)CCO1 (stereo not given)	-2	23	-5	0	8	-9	nt
30	CN(c1ncc(C(F)(F)F)cc1Cl)N1C(=O)c2cccc([N+](=O)[O-])c2C1=O	1	-4	15	nt	20	2	2
31	COc1cccc(-c2ccc([C@H]3[C@H](CO)N4C(=O)CN(C(=O)NC(C)C)C[C@@H]34)cc2)c1	-5	nt	4	-5	-5	-6	-1
32	CC1CCCCN1C(=O)CSc1nnc2ccccn12 (stereo not given)	-3	30	-10	nt	-2	-24	0
33	COc1ccc(NC(=O)N(C)C[C@H]2Oc3c(NS(=O)(=O)c4ccc(F)cc4)cccc3C(=O)N([C@H](C)CO)C[C@H]2C)cc1	nt	6	19	6	-6	0	nt
34	O=C(CSc1nc2c([nH]c3ccccc32)c(=O)n1-c1ccc(F)cc1)NCc1ccco1	0	-5	?	1	16	44	-1
35	COc1ccc(Cc2c(-c3ccc(F)cc3)nc3c(C)cc(Br)cn23)c(C)c1	5	nt	-9	-15	-4	0	6
36	CC1=CC2(C)C(C3C(C)=CC2(C)C(=O)C3(C)O)C(C)(O)C1=O (stereo not given)	nt	nt	-3	0	-14	-7	0
37	Cc1ccccc1N1CCN(C2CCCN(C(=O)c3ccnn3C)C2)CC1 (stereo not given)	0	0	1	9	16	28	1
38	Cc1ccc(S(=O)(=O)NC(=O)c2ccc(Br)o2)cc1	35*	-9	7	4	-2	6	0
39	COc1cccc(NC(=O)c2cc(OC)c(OC)c(OC)c2Br)c1	0	nt	2	6	1	8	0
40	Cc1ccc(-c2cc(C(=O)N/N=C/C=C/c3ccccc3)n[nH]2)o1	1	-4	-1	6	1	48	2

Marked active in SIRT5 block, of those listed so far:
No.	mol	SIRT5 block	ARNT TACC3 PPI	DENV2 CPE rescue	LGR2 antag	Casp6 inh
12	C[C@@H]1CN([C@H](C)CO)C(=O)c2cc(NS(=O)(=O)c3ccc(Cl)cc3)ccc2O[C@H]1CN(C)Cc1ccc2c(c1)OCO2	20*	-2	8	20	2
38	Cc1ccc(S(=O)(=O)NC(=O)c2ccc(Br)o2)cc1	35*	-9	7	4	0

Next section:
no.	canonical_smiles	SIRT5 block	ARNT TACC3 PPI	DENV2 CPE rescue	LGR2 antag	EWS-Fli inh	PAX8 reporter	Casp6 inh
41	COc1cc(-n2c(C)cc(O)cc2=O)ccc1Cl	nt	nt	-2	22	2	-9	6
42	COCC(=O)N(CCN(C)C)Cc1cc2cc3c(cc2nc1Cl)OCO3	-3	6	1	-7	-18	-20	-7
43	COc1cccc(C#Cc2cnc3c(c2)C(=O)N([C@@H](C)CO)C[C@@H](C)[C@@H](CN(C)C(C)=O)O3)c1	-1	13	-1	-6	-22	nt	3
44	Cc1cc(C)c2c(c1)c1nnc(SCCN3CCOCC3)nc1n2C	-2	-14	-5	-3	8	8	1
45	COc1cccc(/C=N/NC(=O)c2[nH]nc3c2CCc2ccccc2-3)c1	-1	nt	-4	-20	49	20	-2
46	Cc1cc(OCc2cn(CC(=O)c3ccc(O)cc3)nn2)ccc1[N+](=O)[O-]	2	-1	1	-7	2	3	8
47	Cn1c2c(c(=O)n(C)c1=O)C(c1ccc(Br)cc1)C(C#N)=C(N)N2 (stereo not given)	1	4	3	-3	12	-8	-3
48	O=C(Nc1cccc(C(F)(F)F)c1)c1cnc2n(c1=O)CCS2	-4	0	11	-14	-21	-1	-2
49	N#Cc1ccc(OCCN2CCc3ccccc3C2)cc1	-3	-1	0	-13	-10	-14	-6
50	CC(C)c1nnc(NC(=O)C2CC(=O)N(CCc3ccc(F)cc3)C2)s1 (stereo not given)	-3	-4	5	-12	3	-3	10
51	C[C@@H]1CN([C@H](C)CO)C(=O)c2cccc(NC(=O)C3CCCCC3)c2O[C@@H]1CN(C)Cc1ccc(C(=O)Nc2ccccc2N)cc1	-3	6	-16	-9	?	-16	4
52	Cc1ccc(S(=O)(=O)N(C)C)cc1[N+](=O)[O-]	4	-4	1	14	4	21	3
53	Cc1cc(C)nc(SCc2cn3ccccc3n2)n1	-3	-3	3	-22	-9	-14	-2
54	COc1ccc2nc3sc(C(=O)NCCCN4CCc5ccccc5C4)cc3cc2c1	3	16	-1	-19	-24	2	-4
55	O=C1C(=Cc2ccccc2Cl)CCc2ccccc21	-5	nt	14	10	-6	-281	0
56	O=C(CCCn1c(=S)[nH]c2cc3c(cc2c1=O)OCO3)NCCc1ccc(Cl)cc1	nt	nt	4	nt	6	-4	-4
57	CCCCN1CC[C@H]2C=CC[C@@H](C(=O)Nc3ccc(Cl)c(C(F)(F)F)c3)[C@H]2C1=O	0	nt	-4	15	9	26	2
58	O=C(NC1CCCCC1)C(c1ccc2ncccc2c1)N(Cc1ccc2c(c1)OCO2)C(=O)c1ccc2c(c1)OCCO2 (stereo not given)	0	nt	nt	nt	-5	0	3
59	CCOC(=O)C1=CCN(S(=O)(=O)c2ccccc2Br)C1c1ccc(C)cc1 (stereo not given)	-3	nt	0	25	-1	-14	2

Whole records, looked up by structure. Values in the order: SIRT5 block | ARNT TACC3 PPI | DENV2 CPE rescue | LGR2 antag | EWS-Fli inh | PAX8 reporter | Casp6 inh
Listed for COc1cccc(/C=N/NC(=O)c2[nH]nc3c2CCc2ccccc2-3)c1 = -1 | nt | -4 | -20 | 49 | 20 | -2
Listed for CCCCN1CC[C@H]2C=CC[C@@H](C(=O)Nc3ccc(Cl)c(C(F)(F)F)c3)[C@H]2C1=O = 0 | nt | -4 | 15 | 9 | 26 | 2
Listed for COc1cccc(C#Cc2cnc3c(c2)C(=O)N([C@@H](C)CO)C[C@@H](C)[C@@H](CN(C)C(C)=O)O3)c1 = -1 | 13 | -1 | -6 | -22 | nt | 3
Listed for Cc1ccc(S(=O)(=O)N(C)C)cc1[N+](=O)[O-] = 4 | -4 | 1 | 14 | 4 | 21 | 3
Listed for C[C@@H]1CN([C@H](C)CO)C(=O)c2cccc(NC(=O)C3CCCCC3)c2O[C@@H]1CN(C)Cc1ccc(C(=O)Nc2ccccc2N)cc1 = -3 | 6 | -16 | -9 | ? | -16 | 4

Outcome played no part in choosing rows. Share with any hit: about 4.9%.
